# High-throughput results as filed in PubChem.
# NOD2-RIPK2 inh – NOD2-RIPK2 protein interaction inhibition | O43353 | CHO BLA complementation NOD2-RIPK2, CCF4 ratio | inhibition, % at 4.98 µM | hit rate 0.38% among 360,000; in the data active means inhibition above about 21%;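 further: 0% = vehicle only and 100% = reference blocker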
# Target sequence (O43353 whole entry, looked up): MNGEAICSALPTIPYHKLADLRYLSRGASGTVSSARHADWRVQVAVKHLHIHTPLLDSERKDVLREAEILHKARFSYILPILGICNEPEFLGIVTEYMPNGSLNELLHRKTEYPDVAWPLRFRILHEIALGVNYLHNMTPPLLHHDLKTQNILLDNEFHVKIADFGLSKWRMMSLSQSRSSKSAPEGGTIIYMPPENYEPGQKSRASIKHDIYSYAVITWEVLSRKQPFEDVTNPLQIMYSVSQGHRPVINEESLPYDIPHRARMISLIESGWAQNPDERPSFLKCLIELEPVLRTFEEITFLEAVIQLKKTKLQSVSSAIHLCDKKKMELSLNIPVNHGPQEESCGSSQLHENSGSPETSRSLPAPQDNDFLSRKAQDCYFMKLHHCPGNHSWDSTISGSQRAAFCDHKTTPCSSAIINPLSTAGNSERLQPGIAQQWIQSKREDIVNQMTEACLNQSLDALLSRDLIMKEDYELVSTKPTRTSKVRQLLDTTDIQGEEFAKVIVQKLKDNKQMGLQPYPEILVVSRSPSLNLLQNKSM
# N-glyco inh – blocks N-linked glycosylation in D54 reporter cells. D54 ERlucT glycosylation luciferase reporter, 24 h; percent of 100 nM tunicamycin response. reporter increase, % at 12.5 µM. hit rate 0.23% among 360,000. AID 588692;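 active means mean luciferase reporter signal, scaled so untreated is 0 and the glycosylation-blocking control 100, at or above a set limit in every replicate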;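 further: luciferase carries N-glycosylation sites so blocking glycosylation raises the light; 0% = median of neutral control wells and 100% = median of 100 nM tunicamycin wells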
# NCOA2 inhibitor – inhibits human steroid receptor coactivator 2; Q15596; HEK293 GAL4-SRC2 luciferase reporter, luminescence; inhibition, % at 9 µM; hit rate 0.17% among 370,000; AID 651957;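 active means inhibition above the mean inhibition of all tested compounds plus 3 SD, set per campaign, cut at about 52% in these data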;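 further: 0% = DMSO treated cells and 100% = cells given Gossypol at 36 µM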
# ABHD5-PLIN5 inh – inhibitors of human ABHD5-perilipin-5 interaction. Q00G26+Q8WTS1. inhibition, % at 4 µM. Split G. princeps luciferase complementation, luminescence, 4 h. hit rate 0.78% among 360,000;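 active means inhibition above the mean inhibition across every tested compound plus 3 SD, cut at about 22% in these data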;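 further: 0% = DMSO only wells and the 100% control is not disclosed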
# ABCB6 inh MLPCN – human ABCB6 transporter inhibition. Q9NP58. hit rate 0.19% among 360,000. K562-ABCB6 porphyrin accumulation, flow cytometry, 1 h; stronger effect = lower value. fluorescence ratio to DMSO, % at 10 µM;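 active means fluorescence ratio to DMSO below 75%, the collection mean minus 3 SD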;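 further: signal is porphyrin accumulated inside mitochondria; 100% equals median channel fluorescence of DMSO control wells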
# MC4R antagonist – blocks human MC4R cAMP signaling | hit rate 0.48% among 360,000 | MC4R-expressing cells, MTII-stimulated cAMP, LANCE TR-FRET | inhibition, % at 6.5 µM | AID 540295;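 active means inhibition above its plate's cutoff, the mean of tested wells on that plate plus 3 SD, cut at about 29% in these data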;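 further: 0% = Melanotan II alone and 100% = Melanotan II plus saturating MCL0020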
# Target sequence (P32245 whole entry, looked up): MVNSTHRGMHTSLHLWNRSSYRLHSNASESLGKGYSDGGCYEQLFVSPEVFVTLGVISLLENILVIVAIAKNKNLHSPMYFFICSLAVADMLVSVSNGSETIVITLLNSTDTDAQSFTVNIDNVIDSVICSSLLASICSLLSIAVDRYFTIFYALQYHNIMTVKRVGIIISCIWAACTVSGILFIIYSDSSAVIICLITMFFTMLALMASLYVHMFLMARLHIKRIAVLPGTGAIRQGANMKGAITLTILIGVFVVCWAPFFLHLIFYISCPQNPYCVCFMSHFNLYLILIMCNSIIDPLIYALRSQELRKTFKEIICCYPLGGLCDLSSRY
#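 Material: U2OS-MC4R stable cell line | Reagent: Melanotan II challenge after compound preincubation | Doses: One concentration, 6.5 µM nominal | Incubation: 30-min compound preincubation, 1-h Melanotan II challenge, 1-h detection, room temperature | Signal: TR-FRET cAMP assay | Replicates: One well per compound, no replicates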
# TLR9-MyD88 block – TLR9-MyD88 interaction inhibition; CHO BLA complementation TLR9-MyD88, CCF4 FRET ratio; AID 504734; inhibition, % at 4.98 µM; Q9NR96+Q99836; hit rate 0.21% among 340,000;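 active means inhibition above the mean over all tested compounds plus 3 SD, cut at about 21% in these data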;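 further: 0% = DMSO only wells and 100% = clavulanate BLA inhibitor control wells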
# HTR2A ag – agonists of mouse serotonin 5-HT2A receptor (HTR2A); P35363; CHO-K1 mHTR2A beta-arrestin complementation, luminescence; percent of 30 µM serotonin response; activation, % at 7.6 µM; hit rate 0.66% among 360,000;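 active means activation above a run cutoff, the mean activation of all tested compounds plus 3 SD, cut at about 14% in these data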;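 further: 0% = plate median of compound wells and 100% = 30 µM serotonin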
# Cardio protect – myocardial damage modulation in H9c2 cells | H9c2 cardiomyocytes, H2O2 injury protection, ATPLite, 2 h | protection from H2O2 cell death, % at 20 µM | hit rate 0.63% among 360,000 | AID 588492;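 active means compounds giving at least 50% protection of heart cells from peroxide-induced death in the single-dose screen, raw or plate-pattern-corrected value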;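 further: 0% = DMSO wells with peroxide and 100% = DMSO wells without peroxide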
# MC4R barr agon – activates human MC4R beta-arrestin recruitment. hit rate 0.98% among 360,000. AID 540308. activation, % at 8.9 µM. U2OS MC4R beta-arrestin complementation, luminescence; percent of melanotan II response, DMSO zero. P32245;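 active means activation above a per-plate cutoff, the mean activation of sample wells on that plate plus 3 SD, cut at about 8% in these data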
# Active calls of the source: *; / = not tested or not shown; & = joins results of further samples.
SMILES,NOD2-RIPK2 inh,N-glyco inh,NCOA2 inhibitor,ABHD5-PLIN5 inh,ABCB6 inh MLPCN,MC4R antagonist,TLR9-MyD88 block,HTR2A ag,Cardio protect,MC4R barr agon
Cc1ccc(Cl)cc1N1CCN(S(=O)(=O)c2c(C)[nH]c(=O)[nH]c2=O)CC1,-3,0,-2,6,99,2,1,2,1,-0.8
Cc1cccc(N2CCN(C(=O)Cc3ccc(Br)cc3)CC2)c1C,17,-2,-37,0,102,-1,-16,0,-8,4.0
CCCOc1cccc(NC(=O)c2c(-c3ccccc3)noc2C)c1,-7,0,-2,-4,101,3,5,-4,-4,0.7
CC1CC(C(F)F)n2nc(C(=O)O)cc2N1 (configuration not stated),-5,1,-21,0,103,-4,-7,0,6,-1.1
CC(NC(=O)c1cc(S(=O)(=O)N(C)C)ccc1Cl)c1ccc(-n2ccnc2)cc1 (configuration not stated),2,1,-5,-2,97,1,10,-1,0,-3.4
COc1ccc(Nc2nc(N)nc(CSc3nncn3C)n2)cc1,-6,-1,-62,5,98,-3,0,-1,-6,1.3
COc1cccc(C2=NOC(C(=O)Nc3cc(C)on3)C2)c1OC (configuration not stated),-1,0,-25,0,97,16,1,1,3,-0.1
COc1cc(C=O)ccc1OCC(=O)Nc1ccccc1N1CCOCC1,-7,-1,3,-5,96,-2,3,-1,10,-1.1
O=C(Nc1nnc(C2=COCCO2)o1)c1cccc([N+](=O)[O-])c1,-9,1,-11,-3,96,4,-9,0,6,-1.1
Cc1nc2ccc(Br)cn2c1C(=O)N/N=C\c1ccccc1Cl,-16,11,-12,-1,102,2,-13,-1,7,-0.5
NC(=O)NC(=O)CN1C(=O)NC2(CCOc3ccccc32)C1=O (configuration not stated),-2,2,15,0,99,8,9,-2,4,-1.0
CCNC(=O)Nc1ccc(-n2nc(C)c(C(=O)OCC)c2C)nc1,-9,0,8,0,99,5,-16,1,-7,1.1
O=C(CSc1ccc(-c2ccccc2)nn1)c1cccs1,1,3,-79,0,98,15,-1,-7,-2,-0.1
CC(C)(C)OC(=O)N1CCN(c2ccc(NC(=O)c3ccco3)cc2)CC1,10,-4,3,-5,97,7,-10,-2,6,-1.6
CC(=O)c1csc(-c2ccccc2)n1,4,2,13,-1,94,-3,2,4,9,-1.6
O=C(/C=C/c1ccc(F)cc1)NC(=S)Nc1ccccc1,-14,0,-33,0,97,-4,-5,-2,-1,1.1
CCN(C(=O)COC(=O)/C(=C/c1ccccc1)n1nnnc1C)C1CCCCC1,9,-1,24,34*,98,-1,-1,0,-3,-0.3
Cc1nn(C)c(Oc2ccccc2)c1CCNC(=O)CCl,-6,1,-1,2,96,6,-11,-7,0,-3.9
CC1CC(C)CN(S(=O)(=O)c2ccc3c(c2)NC(=O)C(C)C(=O)N3)C1 (configuration not stated),1,3,11,0,98,15,0,7,6,-0.6
COCCn1c(SCC(=O)Nc2ccccc2OC)nc2c(oc3ccccc32)c1=O,-10,-2,5,8,99,-3,-2,0,25,2.5
CC(C)(C)n1cnnc1Sc1ccc([N+](=O)[O-])cn1,-10,-1,1,-3,101,8,-4,3,0,-2.0
Nc1ccc2c(c1)-c1ccc(F)cc1C2=O,1,2,-26,4,104,4,-6,-3,10,-2.6
COC(=O)[C@]1(C)N[C@H](CN(C)C(=O)c2ccc(C)cc2)[C@@H]2C(=O)N(Cc3ccccc3)C(=O)[C@@H]21,1,1,-8,-6,98,4,-12,-3,11,-0.8
COc1ccc(N(CC(=O)N2CCCC(C)C2)S(=O)(=O)c2c(C)nn(C)c2C)cc1 (configuration not stated),-4,2,-1,3,101,1,8,-3,12,0.2
Cc1ccc(C)c(S(=O)(=O)N2CC(=O)Nc3ccccc32)c1,2,-1,-18,4,91,-1,-3,1,0,-1.2
COc1ccc(OC)c(NC(=O)C(=O)N/N=C(\C)CC(=O)Nc2ccc(Cl)cn2)c1,-1,2,2,7,101,4,-19,7,1,-2.0
COc1ccccc1N1CCN(S(=O)(=O)c2ccccc2F)CC1,14,2,-9,5,100,1,0,-2,0,-0.2
CCO[C@H]1OC(C(=O)Nc2ccccc2)=C[C@@H](C)[C@@H]1CCCO,-5,5,0,-5,105,-3,11,-2,6,-1.6
CCCn1c(SCc2ccccc2)nc2c1c(=O)[nH]c(=O)n2C,-5,0,-13,-2,98,-11,-4,-5,15,-1.0
O=C(OC1CCOC1=O)c1cc(-c2cccs2)nc2ccccc12 (configuration not stated),-6,1,-34,-3,103,35*,-10,-3,1,0.6
Cc1cc(C(=O)NC2CCCc3c2cnn3-c2cccc(C)c2C)c(C)o1 (configuration not stated),1,-8,-1,2,93,16,-3,-5,-11,-2.5
CC(=O)NC(=Cc1ccccc1)C(=O)N1CCCC1C(=O)O (configuration not stated),-1,-1,-24,3,103,-2,3,2,4,-1.6
CN(C(=O)C1Cc2c(-c3ccccc3Oc3ccccc3)ccnc2O1)c1ccccc1 (configuration not stated),-2,-2,-17,7,96,12,/,0,5,2.3
CN(C)C(=O)c1cccn1-c1ncc(C(F)(F)F)cc1Cl,-1,1,13,0,99,9,1,-3,-2,2.9
Cc1onc(-c2ccccc2)c1C(=O)NNC(=S)NC(=O)/C=C/c1ccccc1,2,1,-4,-7,74*,2,-1,-2,1,-5.3
OC(COCc1ccccc1)Cn1cnc2ccccc21 (configuration not stated),-4,0,2,10,97,7,1,-2,-3,1.0
Cc1nc(CNC(=O)c2ccccc2OC2CCN(S(C)(=O)=O)CC2)cs1,-5,-2,-23,-1,101,-4,8,1,4,-1.8
O=C(Nc1ccccc1C(=O)O)c1cc(S(=O)(=O)N2CCOCC2)c(Br)s1,-8,2,1,12,94,4,6,8,-4,-1.2
CCOC(=O)[C@]12CCC=C1N(Cc1ccccc1)C(=O)[C@H](CC(=O)NCCC(C)C)C2,1,/,-12,-3,94,/,/,10,/,/
Cc1nn(CC(=O)OCC(=O)NCCc2ccc(S(N)(=O)=O)cc2)c(C)c1[N+](=O)[O-],1,-1,-4,11,94,6,-3,7,6,1.4
C/C(CC(=O)Nc1ccc2c(c1)OCCO2)=N\NC(=O)COc1ccc(Cl)c(C)c1,-1,-2,-6,1,94,7,-4,4,1,3.8
N=C(N)SCc1nc2ccccc2c(=O)n1-c1ccccc1,3&0,2&2,-31&-52,-10&-7,137&114,17&9,-3&-5,-5&-3,15&29,-1.4&3.1
Cc1cccc(COc2ccccc2/C=N/Nc2ccc([N+](=O)[O-])cc2)c1,31*,-4,-4,-6,178,1,22*,-8,-11,-1.7
O=C(Nc1ccccc1Cl)ON=C1c2ccccc2-c2ccccc21,0,-3,/,2,99,7,1,-4,-9,-2.7
Cc1nnc(-c2cnn(-c3ccccc3)c2N)n1Cc1ccccc1,3,-2,-11,-2,98,3,-1,0,10,-2.7
CCNC(=O)C1(C)CCCN(Cc2noc(-c3c(C)noc3C)n2)C1 (configuration not stated),0,0,-4,3,103,4,/,-1,-4,-0.9
CCCCCCCC(=O)NNC(=O)c1c(O)c2ccccc2n(CCC)c1=O,-6,2,-21,0,104,1,-1,2,-5,-0.9
O=c1[nH]c(=S)[nH]c2c1C(c1ccc(F)cc1)OC(CCOCc1ccccc1)C2 (configuration not stated),8,3,8,-9,101,/,/,-2,1,/
COc1ccc(NC(=O)C2CCCN(c3nccc(C)n3)C2)cc1 (configuration not stated),0,2,8,1,96,-2,-6,5,3,-4.5
Cc1ccc(C(C)C)c(OCc2ccc(C(=O)N/N=C/c3ccc(O)c(O)c3)cc2)c1,3,-3,52,-3,97,18,-4,1,97*,20*
Cc1cc2ncn(C3CC(=O)N(Cc4ccccc4)C3=O)c2cc1C (configuration not stated),-12,1,-30,5,97,-20,0,4,-3,-1.2
Cc1nc(C(=O)Nc2cc(F)cc(Cl)c2)sc1C1(C)CC(c2ccccc2)=NO1 (configuration not stated),-3,-3,12,7,94,3,2,-5,-8,0.0
S=c1nc(-c2csc3c2CCCC3)[nH][nH]1,-2,3,25,-10,96,4,1,5,-4,-4.7
Cc1ccccc1NC(NC(=O)c1cccnc1)C(Cl)(Cl)Cl (configuration not stated),-3,5,15,4,98,6,-6,1,-1,1.0
Nc1cc(=O)[nH]c(=O)n1Cc1ccccc1,6,4,-18,0,96,1,-7,3,11,1.1
CNC[C@H](NC[C@@H](NCCCc1ccccc1)c1ccccc1)[C@H](C)O,-5,0,-4,8,100,12,0,1,7,-0.3
Cc1ccc(S(=O)(=O)NNC(=O)CCC(=O)Nc2ccccc2Cl)cc1,-16,2,6,4,96,9,-11,9,-7,-2.0
Cc1ccc(/C=N/Nc2nc3ccccc3s2)o1,3,-15,-13,3,96,1,0,-1,-24,1.2
Cc1ccccc1NC(=O)Cc1nc(COC(=O)/C=C/c2ccc(F)cc2)cs1,-9,1,-1,-9,98,4,-10,-8,-3,0.3
O=C(N/N=C/c1ccc([N+](=O)[O-])o1)c1cc(-c2ccc(-c3ccccc3)cc2)nc2ccccc12,11,5,-35,1,114,-18,8,0,-29,-1.3

# ABCB6 inh MLPCN, entries above that show a hit
Molecule,NOD2-RIPK2 inh,N-glyco inh,NCOA2 inhibitor,ABHD5-PLIN5 inh,ABCB6 inh MLPCN,MC4R antagonist,TLR9-MyD88 block,HTR2A ag,MC4R barr agon
Cc1onc(-c2ccccc2)c1C(=O)NNC(=S)NC(=O)/C=C/c1ccccc1,2,1,-4,-7,74*,2,-1,-2,-5.3

# (next part)
SMILES,NOD2-RIPK2 inh,N-glyco inh,NCOA2 inhibitor,ABHD5-PLIN5 inh,ABCB6 inh MLPCN,MC4R antagonist,TLR9-MyD88 block,HTR2A ag,Cardio protect,MC4R barr agon
C[N+](C)(C)CC=O,-1,2,-8,9,94,3,3,2,-5,-0.7
O=C(OCC(=O)c1ccccc1)C1=NN(c2ccccc2)C(=O)CC1,7,-1,-10,-12,101,7,-6,5,1,-1.3
O=[N+]([O-])c1cccc(/C=N/NC2=NS(=O)(=O)c3ccccc32)c1,6,1,-2,1,98,1,-9,-1,4,-3.7
CCN(Cc1ccccc1)C(=O)c1cc(S(=O)(=O)N2CCOCC2)cn1C,-5,-1,15,-3,100,7,-2,-4,5,-1.1
Cn1ccnc1SCC(=O)Nc1cccc(S(=O)(=O)N2CCCCC2)c1,-9,0,10,3,97,-5,3,2,20,1.6
CCCN1CCC(=O)NC1=S,5,2,9,8,101,20,-9,3,3,0.5
CCCC(=O)N(Cc1cc(=O)[nH]c2ccccc12)c1ccccc1,8,-4,16,-4,85,-2,1,-2,-2,-1.4
CC(C)N1CCc2c(sc(NC(=O)c3ccc(S(=O)(=O)N4CCCCC4C)cc3)c2C(N)=O)C1 (configuration not stated),1,-8,-11,3,93,1,1,1,-6,-2.7
CC(=O)N1CCN(C(=O)c2ccc(NS(=O)(=O)c3cc(C)ccc3C)cc2)CC1,1,-1,-1,-14,88,1,0,-3,1,-1.7
COc1ccc(NS(=O)(=O)c2ccc(F)cc2F)cn1,-3,0,0,-1,98,-1,-1,5,-1,-1.2

# These rows are one share of the data; count on the stated rates, not on these rows.
